# Compound activity: PubChem BioAssay, National Center for Advancing Translational Sciences (NCATS)
# Mito fusion act: qHTS Assay for Small Molecule Inhibitors of Mitochondrial Division or Activators of Mitochondrial Fusion; S. cerevisiae fusion-defective mutant growth rescue, CellTiterGlo 48 h; Potency, µM (top dose mostly 46.1 µM), for inactives: at the top dose growth rescue (activation), actives largely listed as activators; 320,000 tested, 0.23% active;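 note: potency is the fitted concentration of half-maximal effect; % of control where 0% means no effect; nearly all actives have a fitted effect of over 45% in size; temperature-sensitive fusion mutants such as fzo1-1 at 37 °C on non-fermentable ethanol glycerol medium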
#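 Luminescent cell viability in 1536-well qHTS format served as the measure of rescued growth in ts fusion-mutant S. cerevisiae cultured on non-fermentable YPEG for 48 hours at 37C.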
# Gal4-VP16 FLuc: VP16 counterscreen qHTS for inhibitors of ROR gamma transcriptional activity; Drosophila S2 Gal4-VP16 UAS-luciferase, luminescence, 20 h; Potency, µM (doses to about 53.6 µM), without a hit: top-dose activity, negative = inhibition, actives largely listed as inhibitors; 310,000 tested, 3.5% active; AID 2546, 2010;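 note: Gal4-VP16 expression switched on by copper sulfate through the metallothionein promoter; potency is the fitted concentration of half-maximal effect; % is set by controls: 0 for no effect and ±100 for the full control effect; nearly all actives have a fitted effect of over 50% in size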
# KCNH2 3.1 block: qHTS for Inhibitors of KCHN2 3.1: Mutant qHTS | 340,000 tested, 0.95% active | AID 720553, 2013 | Potassium voltage-gated channel subfamily H member 2, brain isoform KCNH2 3.1 (human) | U2OS KCNH2 3.1, thallium flux FluxOr; stronger effect = lower value | activity change, % (tested at about 1.8 µM);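 active = maximum activity change below -70%; inconclusive = maximum activity change from -70% to -50%; inactive = maximum activity change above -50%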;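 note: thallium influx rate constant from kinetic fluorescence after stimulation buffer; % is set by controls: 0 for no effect and ±100 for the full control effect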
#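 U2OS cells transduced with KCNH2 3.1 mutant virus (1.77 x 10^8 /mL, 4 h), plated overnight at 37 C, loaded 45 min with FluxOr dye plus Red40 quencher. Thallium flux rate constant from kinetic reads after stimulation buffer, normalised to controls.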
# RORg inh: qHTS for inhibitors of ROR gamma transcriptional activity; Nuclear receptor ROR-gamma (Mus musculus), P51450; Drosophila S2 Gal4-RORgamma UAS-luciferase reporter, 20 h; Potency, µM (titrated, usually from 53.6 µM), without a hit: at the top dose activity change, negative = inhibition, most hits filed as inhibitors; 310,000 tested, 5.4% active; note: potency is the fitted concentration of half-maximal effect; % is set by controls: 0 for no effect and ±100 for the full control effect; nearly all actives have a fitted effect of over 60% in size
#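 Luminescence from a UAS-regulated Photinus luciferase reporter in stably transfected Drosophila Schneider cells is measured; decreased signal marks ROR gamma inhibition. Fusion expression is induced by 700 uM copper sulfate for 20 hr.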
# NPC1 prom act: qHTS Assay for NPC1 Promoter Activators; 320,000 tested, 2.4% active; Huh7 NPC1 promoter luciferase reporter, 24 h; Potency, µM (series often up to 9.22 µM), without a hit: at the top dose activation, usual class: activators; AID 485313, 2010;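 note: potency is the fitted concentration of half-maximal effect; % of control where 0% means no effect; nearly all actives have a fitted effect of over 60% in size; reporter is driven by a mutant NPC1 promoter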
#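 Readout is luciferase luminescence, reflecting NPC1 promoter activation in stably transfected Huh7 cells after 24 h compound exposure at 37 °C in reduced-serum medium with 10% FBS.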
# ELG1 repair inh: qHTS screen for small molecules that inhibit ELG1-dependent DNA repair in human embryonic kidney (HEK293T) cells expressing luciferase-tagged ELG1. HEK293T ELG1-luciferase reporter, luminescence, 16 h; DNA damage induced by 5-fluorouridine. Potency, µM (series often up to 46.1 µM), for the others: at the top dose activity change, negative = inhibition, actives largely listed as inhibitors. 330,000 tested, 2.3% active; note: potency is the fitted concentration of half-maximal effect; % is set by controls: 0 for no effect and ±100 for the full control effect; nearly all actives have a fitted effect of over 55% in size
#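 In this reporter screen, reduction of luminescence relative to DMSO vehicle indicated activity. Compounds and 5-fluorouridine were added together to 2,000 cells per well, incubated for 16 hr at 37 °C, then developed with ONE-Glo.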
# PKM2 activator: qHTS Assay for Activators of Human Muscle isoform 2 Pyruvate Kinase; 260,000 tested, 0.34% active; purified PKM2, Kinase-Glo ATP luminescence, activation; response scale: 0% is enzyme alone, no compound; Pyruvate kinase PKM (Homo sapiens), P14618; Potency, µM (top dose mostly 57.5 µM), without a hit: at the top dose activation, actives largely listed as activators; note: potency is the fitted concentration of half-maximal effect; % is set by controls: 0 for no effect and ±100 for the full control effect; nearly all actives have a fitted effect of over 55% in size
# Target sequence (P14618 whole entry, looked up, canonical isoform): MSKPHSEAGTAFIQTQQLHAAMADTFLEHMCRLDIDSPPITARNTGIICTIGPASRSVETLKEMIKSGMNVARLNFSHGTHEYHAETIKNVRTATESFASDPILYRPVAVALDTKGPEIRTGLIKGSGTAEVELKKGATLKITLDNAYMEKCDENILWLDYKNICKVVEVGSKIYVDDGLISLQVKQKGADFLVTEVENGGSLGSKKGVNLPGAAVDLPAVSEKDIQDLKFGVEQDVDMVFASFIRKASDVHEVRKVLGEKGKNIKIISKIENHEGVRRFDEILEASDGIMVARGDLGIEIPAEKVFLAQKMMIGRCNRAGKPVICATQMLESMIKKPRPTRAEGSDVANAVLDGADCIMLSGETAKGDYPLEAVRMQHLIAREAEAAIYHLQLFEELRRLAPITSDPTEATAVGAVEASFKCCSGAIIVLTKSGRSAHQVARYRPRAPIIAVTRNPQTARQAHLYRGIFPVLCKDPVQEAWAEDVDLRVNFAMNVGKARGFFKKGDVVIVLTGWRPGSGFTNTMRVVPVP
#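 ATP formation by purified human PK-M2, quantified via coupled luciferase luminescence after 1 h at room temperature with 0.1 mM ADP and 0.5 mM PEP final.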
# MBNL1 CUG block: qHTS Assay for Inhibitors of MBNL1-poly(CUG) RNA binding. Muscleblind-like protein 1 (Homo sapiens), Q9NR56. TR-FRET MBNL1-His/biotin-(CUG)12 binding, 665/545 ratio. Potency, µM (series often up to 57.5 µM), without a hit: at the top dose activity change, negative = inhibition, hits mostly inhibitors. 280,000 tested, 0.036% active. AID 2675, 2010; active = well fitted inhibition curve with a large enough effect in the signal ratio, with a control signal flat, not every such curve was filed as active; inconclusive = small, poorly fitted or top-dose-only effect, or effect the other way, or a change in a side signal; inactive = no such curve, though single readings can be large or run the other way; the % refers to the signal ratio; note: potency is the fitted concentration of half-maximal effect; % is set by controls: 0 for no effect and ±100 for the full control effect
# Target sequence (Q9NR56 whole entry, looked up): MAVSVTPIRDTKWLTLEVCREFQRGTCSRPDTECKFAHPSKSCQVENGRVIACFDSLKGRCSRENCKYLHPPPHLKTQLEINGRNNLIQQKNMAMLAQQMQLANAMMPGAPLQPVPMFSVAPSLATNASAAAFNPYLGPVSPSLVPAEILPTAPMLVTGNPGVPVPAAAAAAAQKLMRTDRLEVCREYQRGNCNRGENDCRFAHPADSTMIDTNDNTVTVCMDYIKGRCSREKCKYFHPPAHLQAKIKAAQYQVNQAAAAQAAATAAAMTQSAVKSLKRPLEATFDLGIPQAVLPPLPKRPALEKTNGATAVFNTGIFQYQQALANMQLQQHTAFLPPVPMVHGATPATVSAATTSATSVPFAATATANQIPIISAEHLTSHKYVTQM
#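 TR-FRET readout: Ex 340 nm, 665/545 nm emission ratio, normalized to buffer-only (basal) and MBNL1-(CUG)12 controls. Complex of MBNL1-His with Biotin-(CUG)12, compounds 92 nM–58 uM, incubated 60 min at room temperature.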
# FLuc counter: qHTS profiling assay for firefly luciferase inhibitor/activator using purifed enzyme and Km concentrations of substrates (counterscreen for miR-21 project); Potency, µM (top dose mostly 57.5 µM), for inactives: at the top dose activity change, negative = inhibition, usual class: inhibitors; AID 588342, 2011; Luciferin 4-monooxygenase (Photinus pyralis), P08659; 360,000 tested, 6.9% active; purified FLuc, Km substrates, luminescence inhibition;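 note: potency is the fitted concentration of half-maximal effect; plate controls were vehicle for no effect and reference inhibitor for full effect; nearly all actives have a fitted effect of over 55% in size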
#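 Purified P. pyralis luciferase (10nM final) with 10uM D-luciferin and 10uM ATP (Km levels) in 50mM Tris acetate pH 7.5, 10mM Mg acetate, 0.01% Tween-20, 0.05% BSA; qHTS 6-point titration, ~60 µM downward; luminescence read.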
# Rab9 promoter act: qHTS Assay for Rab9 Promoter Activators; AID 485297, 2010; Potency, µM (highest dose often 9.22 µM), for the others: top-dose activation, negative = inhibition, usual class: activators; 320,000 tested, 2.8% active; Huh7 Rab9 promoter-luciferase reporter, luminescence, 24 h; note: potency is the fitted concentration of half-maximal effect; % of control where 0% means no effect; nearly all actives have a fitted effect of over 60% in size
#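 Huh7 cells stably carrying a Rab9 promoter-luciferase reporter, 1500 cells per well in OP-MEM I with 10% FBS, treated with compound 24 hours at 37C. Luciferase activity read by luminescence after 10 minutes with Amplite reagent.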
# Menin-MLL TR inh: qHTS Assay for Inhibitors Targeting the Menin-MLL Interaction in MLL Related Leukemias: Competition With Texas Red Labeled MLL-derived Mutant Peptide. O00255. Menin + Texas Red MLL mutant peptide, fluorescence polarization. Potency, µM (highest dose often 61.6 µM), for the others: top-dose FP activity change, negative = inhibition, most hits filed as inhibitors. 270,000 tested, 0.23% active; active = well fitted inhibition curve with a large enough effect in the polarisation, with a control signal flat, not every such curve was filed as active; inconclusive = small, poorly fitted or top-dose-only effect, or effect the other way, or a change in a side signal; inactive = no such curve, though single readings can be large or run the other way; the % refers to the polarisation; note: potency is the fitted concentration of half-maximal effect; % of control where 0% means no effect; many of its hits are not listed in these tables
# Starred values were filed as active, the others as inactive; ? = inconclusive; · = no result given; [ ] = another dose, or the depositor's remark. Unless noted, calls come from the whole dose curve; as a rule, active = well fitted curve in the direction sought with a large enough effect; inconclusive = small, poorly fitted or top-dose-only effect, or another doubt; inactive = no such curve, though single readings can be large; an effect the other way counts as inactive or inconclusive. A portion of the library; the hit share may differ from the screen's.
SMILES,Mito fusion act,Gal4-VP16 FLuc,KCNH2 3.1 block,RORg inh,NPC1 prom act,ELG1 repair inh,PKM2 activator,MBNL1 CUG block,FLuc counter,Rab9 promoter act,Menin-MLL TR inh
O=C(CCCc1ccccc1)NCc1cn2ccsc2n1,0%,25%,-6,?,2%,13%,-2%,-2%,1%,-5%,8%
CCOC(=O)C1CCN(S(=O)(=O)c2cc(Br)cc3c2N(C(=O)C2CC2)CC3)CC1,13%,?,-18,-9%,-4%,?,-15%,-13%,2%,-1%,12%
CC(C)(C)OC(=O)N1CCC(c2cc(=O)n3[nH]cc(C(=O)NC4CCCC4)c3n2)CC1,0%,1%,-1,-26%,-1%,7%,3%,1%,3%,3%,?
CCc1ccc(C2CC(c3ccc(F)cc3)Nc3nc(N)nn32)cc1 (centres undefined),1%,-18%,1,24%,-4%,-19%,-1%,?,6%,0%,-8%
COc1cc(OC)cc(-c2nc3ccccc3s2)c1,-6%,0%,-2,7%,11%,?,-9%,-1%,8.5µM*,13%,45%[activator]
Cn1c(CC(=O)Nc2ccccc2Cl)nnc1SCC(=O)NC1=NCCS1,-10%,-1%,7,10%,-1%,11%,-3%,1%,-4%,-1%,9%
Nc1nc(N2CCN(C/C=C/c3ccccc3)CC2)nc2ccccc12,0%,-7%,-47,-41%,-4%,-14%,3%,-10%,6%,-2%,-1%
CC(C)C(=O)NCC(c1ccc2c(c1)OCO2)N1CCOCC1 (centres undefined),-6%,-2%,4,-2%,-1%,10%,-1%[0.46 µM],-7%,3%,-2%,-2%
CC1(C)CC(=O)C(C=NCCN2CCN(C(=S)NC3CCCCC3)CC2)=C(O)C1,1%,-10%,4,25%,-1%,11%,-12%,·,-2%,-1%,-7%
O=C(Cn1cnc2cc([N+](=O)[O-])ccc2c1=O)Nc1cccc2ccccc12,-9%,-2%,-3,-2%,-2%,-9%,12%,?,-2%,-10%,·
Cc1ccc(NC2=NC(C(=O)Nc3ccc(C)c(C)c3)CC(=O)N2)cc1 (centres undefined),-8%,-2%,0,-29%,-2%,15%,0%,-1%,0%,4%,36%[activator]
Cc1ccc(NCc2nnc(SCC(=O)Nc3ncc(C)s3)n2Cc2ccco2)c(C)c1,3%,?,-36,-3%,1%,-8%,7%,-6%,-1%,5%,3%
Cc1c([N+](=O)[O-])c(N)nn1C,1%,-3%,-9,4%,0%,4%,4%,·,-2%,0%,·
CCOC(=O)N1CCN(C(=O)CSc2ccc(-c3ccncc3)nn2)CC1,11%,-2%,14,10%,-4%,-9%,10%,-9%,3%,1%,-9%
CCOC(=O)c1cnc(-c2ccccc2)nc1Oc1ccc(Cl)cc1,2%,-6%,18,20%,-3%,-2%,0%,-11%,5%,1%,·

# Only Gal4-VP16 FLuc and Mito fusion act, for two of the compounds above:
structure | Gal4-VP16 FLuc | Mito fusion act
Cc1ccc(NC2=NC(C(=O)Nc3ccc(C)c(C)c3)CC(=O)N2)cc1 (centres undefined) | -2% | -8%
Cc1c([N+](=O)[O-])c(N)nn1C | -3% | 1%

# Grouped by structure, the compounds so far with two or more sulfur atoms (2)
SMILES,Mito fusion act,Gal4-VP16 FLuc,KCNH2 3.1 block,RORg inh,NPC1 prom act,ELG1 repair inh,PKM2 activator,MBNL1 CUG block,FLuc counter,Rab9 promoter act,Menin-MLL TR inh
Cn1c(CC(=O)Nc2ccccc2Cl)nnc1SCC(=O)NC1=NCCS1,-10%,-1%,7,10%,-1%,11%,-3%,1%,-4%,-1%,9%
Cc1ccc(NCc2nnc(SCC(=O)Nc3ncc(C)s3)n2Cc2ccco2)c(C)c1,3%,?,-36,-3%,1%,-8%,7%,-6%,-1%,5%,3%

# More structures
SMILES,Mito fusion act,Gal4-VP16 FLuc,KCNH2 3.1 block,RORg inh,NPC1 prom act,ELG1 repair inh,PKM2 activator,MBNL1 CUG block,FLuc counter,Rab9 promoter act,Menin-MLL TR inh
Cc1ccc(C)c(S(=O)(=O)n2cnc3ccccc32)c1,-6%,9%,11,0%,0%,8%,-16%,7%,-5%,1%,-17%
C=CCSc1nnc(COc2ccc(=O)n(-c3ccccc3)n2)n1CC,1%,0%,-1,21%,-3%,7%,3%,8%,-2%,0%,-4%
Cc1cccc(COC(=O)Nc2ccc(NC(=O)c3ccccc3Cl)cc2)c1,-6%,13%,-5,-3%,6%,-10%,-1%[11.5 µM],0%,2%,-8%,?
Cc1nnc(SCC2=C(C(=O)O)N3C(=O)C(NC(=O)C(C)n4nc(C(F)(F)F)cc4C)C3SC2)s1 (centres undefined),10%,-6%,-6,18%,0%,0%,3%,3%,-5%,-1%,13%
CCCCn1c(N)c(N(CCOC)C(=O)c2c(CC)noc2C)c(=O)[nH]c1=O,-3%,·,-8,·,-6%,7%,·,·,4%,2%,·
COc1ccc(N(CC(=O)N2CCN(c3ccc(Cl)cc3)CC2)S(=O)(=O)c2c(C)n[nH]c2C)cc1,-3%,-26%,0,?,-7%,?,5%,2%,-1%,-4%,6%
COc1ccc(NS(=O)(=O)c2csc(C(N)=O)c2)cc1OC,-30%,-3%,3,3%,-9%,1%,·,-10%,-2%,-6%,?
Cc1ccccc1-c1nc(-c2ccccn2)no1,-3%,7.9µM*,9,7.1µM*,?,?,-87%,-6%,0.48µM*,0.45µM*,-8%
CCOc1ccccc1NC(=O)N1CCCC(c2nc3c(nnn3Cc3ccc(C)cc3)c(=O)[nH]2)C1 (centres undefined),2%,-16%,0,20%,-2%,?,3%,0%,7%,-6%,-2%
COCCN(C(=O)Cn1nnc2ccccc21)C(C(=O)NC1CCCC1)c1cc(OC)ccc1OC (centres undefined),5%,-6%,3,11%,-3%,9%,-11%,-1%,0%,-5%,-13%
CCOC(=O)c1c(NC(=O)c2ccco2)sc2c1CCCCC2,4%,4%,-3,12%,9%,-1%,-13%,2%,17µM*,-7%,-3%[11.7 µM]
CCOC(=O)C(NC(=O)c1ccccc1F)(Nc1cc(C)on1)C(F)(F)F (centres undefined),14%,1%,11,-15%,0%,-2%,-5%,12%[11.5 µM],1%,-1%,21%
COc1ccc(C(=O)C[n+]2ccc(N)c(C)c2C)cc1,12%,0%,-7,34%,-1%,?,-22%,31%[activator],-12%,-3%,1%
N#C/C(=C\c1ccc(F)cc1F)S(=O)(=O)c1ccccn1,-1%,8%,2,3%,5%,12%,-5%,-8%,2%,1%,·
O=C(NCCCN1CCOCC1)c1ccc2c(c1)N(Cc1ccccc1)C(=O)c1ccccc1S2=O (centres undefined),-3%,0%,-3,-6%,-15%,7%,·,-5%,0%,-3%,·
COc1ccccc1NC(=O)CC12CC3CC(CC(Br)(C3)C1)C2,?,-21%,1,-11%,-4%,23%,·,-4%,0%,-2%,7%
COc1ccc(/C=N\NS(=O)(=O)c2ccc(Cl)cc2)cc1COc1ccccc1[N+](=O)[O-],0%,-6%,16,5%,1%,?,2%,20%,3%,-2%,?
COc1ccc(OC)c(NC(=O)NC2(C(F)(F)F)Oc3ccccc3O2)c1,0%,-8%,7,-18%,0%,-23%,-2%,2%,-5%,18%,51%[activator]
